High-throughput results (PubChem BioAssay)
PMI activator – activators of human PMI, primary screen, biochemical, fluorescence intensity, near-Km mannose 6-phosphate | AID 1214, 2008 | Mannose-6-phosphate isomerase (Homo sapiens), P34949 | purified human PMI, coupled resazurin fluorescence, 20 min; hits give high values; 1 = vehicle control, 0 substrate-free wells | activation factor at 20 µM | 190,000 tested, 0.005% active;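 active = activation factor of 2 or more at 20 µM, relative to plate controls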
Target sequence (P34949 whole entry, looked up): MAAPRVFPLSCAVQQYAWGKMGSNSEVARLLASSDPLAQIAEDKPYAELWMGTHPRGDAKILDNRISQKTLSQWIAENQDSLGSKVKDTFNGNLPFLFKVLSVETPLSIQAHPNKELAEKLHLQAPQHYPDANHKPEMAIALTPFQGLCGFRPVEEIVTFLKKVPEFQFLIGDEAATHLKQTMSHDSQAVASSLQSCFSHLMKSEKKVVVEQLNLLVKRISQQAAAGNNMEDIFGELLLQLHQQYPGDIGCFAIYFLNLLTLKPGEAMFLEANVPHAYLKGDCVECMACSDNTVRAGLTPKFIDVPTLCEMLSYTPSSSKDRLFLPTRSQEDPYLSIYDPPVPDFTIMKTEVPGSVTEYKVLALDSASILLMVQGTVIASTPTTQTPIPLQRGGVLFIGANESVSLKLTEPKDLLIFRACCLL
G6PDH CS – L. mesenteroides G6PDH inhibitors, counter-screen for G6PDH-coupled screening assays, biochemical, Leuconostoc mesenteroides enzyme | 200,000 tested, 0.12% active | inhibition, % at 5 µM | Purified L. mesenteroides G6PDH, diaphorase/resazurin coupled fluorescence, 45 min; in the data active = inhibition above about 50%
TNAP act hiacc – TNAP activators at high phosphate acceptor level, primary screen, biochemical, luminescence, uHTS; Alkaline phosphatase, tissue-nonspecific isozyme (Homo sapiens), P05186; purified TNAP, CDP-star luminescence, 1 M DEA, 30 min; hits give high values; 0 = EDTA background, 1 = DMSO-only activity; activation factor at 20 µM; 200,000 tested, under 10 active; AID 1136, 2008;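 active = activation factor at least 2 at 20 µM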
Target sequence (P05186 whole entry, looked up): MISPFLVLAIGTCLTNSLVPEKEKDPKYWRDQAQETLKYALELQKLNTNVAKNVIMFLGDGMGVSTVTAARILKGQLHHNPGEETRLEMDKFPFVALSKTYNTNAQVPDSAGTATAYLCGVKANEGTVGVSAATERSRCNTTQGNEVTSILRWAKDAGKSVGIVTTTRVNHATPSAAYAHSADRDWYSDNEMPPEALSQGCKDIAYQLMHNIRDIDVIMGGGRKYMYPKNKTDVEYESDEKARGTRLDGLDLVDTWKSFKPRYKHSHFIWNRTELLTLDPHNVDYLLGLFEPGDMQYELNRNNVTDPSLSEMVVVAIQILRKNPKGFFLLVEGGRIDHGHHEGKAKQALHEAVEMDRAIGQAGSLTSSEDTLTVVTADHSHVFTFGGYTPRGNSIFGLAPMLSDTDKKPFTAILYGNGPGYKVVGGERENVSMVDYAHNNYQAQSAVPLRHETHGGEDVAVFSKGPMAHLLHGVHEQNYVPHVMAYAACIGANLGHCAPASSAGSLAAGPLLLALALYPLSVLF
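Measured by: Luminescent substrate turnover signal | Test system: Human TNAP | Input: TNAP 1/800 final | Dosing: 20 µM single point | Schedule: 30 min, room temperature | Controls: EDTA wells as negative control, DMSO wells as positive control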
FLuc stim CS – FLuc activators, initial screening, artefact control for FLuc-dependent activation tests, biochemical, ATPlite luminescence | Luciferin 4-monooxygenase (Photinus pyralis), P08659 | ATPlite luciferase biochemical, 10 min; 0 = ATP-free wells, 1 = DMSO control | activation factor at 10 µM | 200,000 tested, under 10 active | AID 1027, 2008;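 active = luciferase activation factor, scaled between plate controls, of at least 2 with compound at 10 µM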
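Assay system: Luciferase/luciferin detection reagent, cell-free biochemical luciferase assay / Also added: ATP substrate / Schedule: 10 min at ambient temperature / Measured by: luminescence measurement of luciferase light output / Benchmarks: low control with PBS replacing ATP, high control enzyme plus ATP without compound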
Diaph act CS – compounds boosting diaphorase resazurin reduction – biochemical, uHTS, resorufin fluorescence, counter-screen for diaphorase-coupled primary assays, primary screen; activation factor at 20 µM; Diaphorase/resazurin coupled assay, 16 min; hits give high values; 1 = vehicle wells, 0 = NADH-free wells; AID 1229, 2008; 190,000 tested, 0.005% active;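 active = diaphorase activity raised at least twofold by the compound at 20 µM; inactive = activation factor below 2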
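Material: Clostridium kluyveri diaphorase, purified enzyme; Quantity: enzyme 0.07 U/mL final; Medium: HEPES pH 7.4 buffer with MgCl2 and Tween 20; Dosing: single compound dose of 20 µM, 1% DMSO final; Schedule: 16 min reaction at room temperature; Measured by: red resorufin fluorescence at 544/590 nm excitation/emission.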
PMI act satM6P – human PMI activators, high substrate, primary screen, biochemical, fluorescence intensity, near-saturating mannose 6-phosphate; Mannose-6-phosphate isomerase (Homo sapiens), P34949; coupled PMI enzyme assay, resazurin fluorescence, 20 min; hits give high values; 1 = untreated enzyme, 0 = substrate-free blank; activation factor at 20 µM; 190,000 tested, 0.34% active; AID 1216, 2008;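 active = activation factor of 2 or more at 20 µM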
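Material: human phosphomannose isomerase with PGI, G6PDH, diaphorase coupling enzymes / Reagent: Man-6-P substrate 1.0 mM / Dosing: single compound dose of 20 µM, 1% DMSO final / Incubation: enzyme reaction with compound 20 min at room temperature / Signal: resorufin fluorescence (Ex 544/Em 590 nm) from resazurin via diaphorase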
TNAP inh no acc – human TNAP enzyme inhibitors, primary screen, biochemical, luminescent, no phosphate acceptor, uHTS; Alkaline phosphatase, tissue-nonspecific isozyme (Homo sapiens), P05186; purified TNAP, CDP-star luminescence, 30 min; inhibition, % at 20 µM; 200,000 tested, 0.26% active;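 active = tissue-nonspecific alkaline phosphatase inhibition above about 50% at 20 µM in the single-dose screen, limit read from the data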;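 also: 0% = DMSO negative control and 100% = EDTA positive control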
HMGR II inh – inhibitors of E. faecalis class II HMGR, primary screen, biochemical, Enterococcus faecalis. inhibition, % at 10 µM. AID 1066, 2008. 190,000 tested, 0.41% active. HMG-CoA reductase (Enterococcus faecalis, mvaE). purified E. faecalis HMGR, NADPH absorbance 340 nm kinetic;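 active = inhibition above a set limit, the median over all tested compounds plus 3 SD, cut at about 9.5% in these data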;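 also: enzyme runs in reverse so mevalonate oxidation gives rising NADPH absorbance; 0% = complete reaction with DMSO and 100% = background rate lacking mevalonate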
Diaphorase inh – diaphorase inhibitors and chemical oxidizers, primary screen, counter-screen for diaphorase-coupled primary assays, biochemical, uHTS, resorufin fluorescence | diaphorase resazurin-to-resorufin fluorescence, NADH, 16 min; bacterial (C. kluyveri) enzyme, not human | inhibition, % at 20 µM | 190,000 tested, 0.69% active | AID 1217, 2008;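 active = primary screen inhibition at 20 µM above a set limit, cut at about 50% in these data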;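 also: plate controls were DMSO with full reaction for no effect and wells lacking NADH for full effect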
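controls = No-NADH positive control and DMSO neutral control | system = Clostridium kluyveri diaphorase enzyme | timing = reaction incubation of 16 min at room temperature | signal = resorufin fluorescence 544/590 nm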
TNAP inh hiacc – human TNAP enzyme inhibitors, primary screen, biochemical, luminescent, high phosphate acceptor level, uHTS. Alkaline phosphatase, tissue-nonspecific isozyme (Homo sapiens), P05186. purified TNAP, CDP-star luminescence, 1 M DEA. inhibition, % at 20 µM. 200,000 tested, 0.03% active;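 active = over 50% inhibition of tissue-nonspecific alkaline phosphatase at 20 µM in the single-dose screen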;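 also: plate controls were DMSO wells for no effect and EDTA-quenched wells as full inhibition for full effect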
* = called active by the depositor. Random draw from the library, and some 1.7% of all compounds hit somewhere here.

Results for CCCCOC(=O)c1cc(=O)[nH]c2ccccc12 ?
PMI activator: 0.9; G6PDH CS: -10.8; TNAP act hiacc: 1; FLuc stim CS: 1; Diaph act CS: 0.9; PMI act satM6P: 0.9; TNAP inh no acc: -6.7; HMGR II inh: 2.1; Diaphorase inh: 9.7; TNAP inh hiacc: 2.6

Results for CC(C)(C)c1ccc(C(=O)N2CCC(C(=O)NCc3ccncc3)CC2)cc1 ?
PMI activator: 1; G6PDH CS: -4.5; TNAP act hiacc: 1; FLuc stim CS: 1; Diaph act CS: 1; PMI act satM6P: 1; TNAP inh no acc: -5.0; HMGR II inh: -0.3; Diaphorase inh: 0.3; TNAP inh hiacc: 1.6

Results for CCOP(=O)(OCC)C(NC(=O)Nc1ccc(Cl)cc1)c1ccccc1 (stereo not drawn) ?
PMI activator: 0.9; G6PDH CS: -4.7; TNAP act hiacc: 1; FLuc stim CS: 1; Diaph act CS: 0.9; PMI act satM6P: 0.9; TNAP inh no acc: -18.3; HMGR II inh: -11.4; Diaphorase inh: 9.4; TNAP inh hiacc: -0.1

What do the screens show for `COC(=O)c1ccccc1N/C=C/C(=O)c1ccc(Br)cc1`?
PMI activator: 0.8; G6PDH CS: 5.1; TNAP act hiacc: 1; FLuc stim CS: 1; Diaph act CS: 0.9; PMI act satM6P: 1; TNAP inh no acc: -11.4; HMGR II inh: -5.3; Diaphorase inh: 11.3; TNAP inh hiacc: -0.5

Results for CCN(CC)c1ncnc2c1cnn2Cc1ccc(Cl)cc1 ?
PMI activator: 1; G6PDH CS: 12.6; TNAP act hiacc: 1.1; FLuc stim CS: 1; Diaph act CS: 0.8; PMI act satM6P: 1; TNAP inh no acc: -7.8; HMGR II inh: -5.4; Diaphorase inh: 15.8; TNAP inh hiacc: -7.9

Results for OCC1(CC2CCCCO2)CCN(Cc2nc3ccccc3[nH]2)CC1 (stereo not drawn) ?
PMI activator: 1.3; G6PDH CS: 1.7; TNAP act hiacc: 1.1; FLuc stim CS: 1.1; Diaph act CS: 0.9; PMI act satM6P: 1.1; TNAP inh no acc: -18.1; HMGR II inh: -0.8; Diaphorase inh: 9.1; TNAP inh hiacc: -6.6

Results for COCCOC(=O)C1=C(C)NC(=O)NC1c1cn(-c2ccccc2)nc1-c1cccs1 (stereo not drawn) ?
PMI activator: 1.1; G6PDH CS: 11.0; TNAP act hiacc: 1; FLuc stim CS: 1; Diaph act CS: 0.9; PMI act satM6P: 0.9; TNAP inh no acc: -9.3; HMGR II inh: 0.9; Diaphorase inh: 13.3; TNAP inh hiacc: -3.5

How did CCOc1cc2nc3c4ccccc4n(C)c3nc2cc1OCC do in these assays?
PMI activator: 1; G6PDH CS: 1.7; TNAP act hiacc: 1; FLuc stim CS: 1; Diaph act CS: 1; PMI act satM6P: 0.9; TNAP inh no acc: -6.7; HMGR II inh: -5.0; Diaphorase inh: 2.6; TNAP inh hiacc: -0.1

How did CCc1c(C)nc2cc(-c3ccc(OC)c(OC)c3)nn2c1N1CCCC1 do in these assays?
PMI activator: 0.8; G6PDH CS: 9.7; TNAP act hiacc: 1.1; FLuc stim CS: 1; Diaph act CS: 0.7; PMI act satM6P: 0.9; TNAP inh no acc: -13.2; HMGR II inh: -2.5; Diaphorase inh: 34.4; TNAP inh hiacc: -7.3

How did CCCCn1c(CCC(=O)O)ccc1-c1cccs1 do in these assays?
PMI activator: 0.9; G6PDH CS: -8.4; TNAP act hiacc: 1; FLuc stim CS: 1.1; Diaph act CS: 0.9; PMI act satM6P: 0.9; TNAP inh no acc: -4.8; HMGR II inh: -8.1; Diaphorase inh: 5.3; TNAP inh hiacc: -2.1

How did Cc1cc(C)nc(SCc2ccc(C(=O)N/N=C/c3ccncc3)cc2)n1 do in these assays?
PMI activator: 1; G6PDH CS: 1.0; TNAP act hiacc: 1; FLuc stim CS: 1; Diaph act CS: 0.9; PMI act satM6P: 1; TNAP inh no acc: 4.1; HMGR II inh: 2.3; Diaphorase inh: 8.3; TNAP inh hiacc: 3.1

What do the screens show for `Cc1nc(NCC2CCCO2)nc2c1C(=O)CC(C)(C)C2` (stereo not drawn)?
PMI activator: 1.1; G6PDH CS: 13.1; TNAP act hiacc: 1.1; FLuc stim CS: 1; Diaph act CS: 1.1; PMI act satM6P: 1.2; TNAP inh no acc: 1.1; HMGR II inh: -1.2; Diaphorase inh: -9.8; TNAP inh hiacc: -5.4

Results for CCc1ccccc1NC(=O)CCCSc1nc2ccccc2s1 ?
PMI activator: 1; G6PDH CS: 6.6; TNAP act hiacc: 1; FLuc stim CS: 1; Diaph act CS: 1; PMI act satM6P: 1.1; TNAP inh no acc: -15.1; HMGR II inh: 0.5; Diaphorase inh: -0.8; TNAP inh hiacc: -1.4

What do the screens show for `Cc1c(Nc2cc(N3CCCC(C)C3)c3nonc3c2[N+](=O)[O-])c(=O)n(-c2ccccc2)n1C` (stereo not drawn)?
PMI activator: 0.5; G6PDH CS: 14.0; TNAP act hiacc: 0.8; FLuc stim CS: 1.1; Diaph act CS: 0.6; PMI act satM6P: 0.6; TNAP inh no acc: 11.8; HMGR II inh: -1.8; Diaphorase inh: 39.1; TNAP inh hiacc: 16.3

Results for O=S(=O)(c1ccccc1)N1CCN(C(=S)Nc2ccc(F)cc2)CC1 ?
PMI activator: 0.9; G6PDH CS: 5.8; TNAP act hiacc: 1; FLuc stim CS: 1; Diaph act CS: 0.9; PMI act satM6P: 1; TNAP inh no acc: -16.9; HMGR II inh: -3.1; Diaphorase inh: 12.8; TNAP inh hiacc: -1.4

What do the screens show for `CC(C)N(Cc1nc(-c2ccccc2)no1)C(=O)c1ccc([N+](=O)[O-])cc1`?
PMI activator: 1; G6PDH CS: 6.8; TNAP act hiacc: 1.1; FLuc stim CS: 1; Diaph act CS: 0.9; PMI act satM6P: 1; TNAP inh no acc: -17.0; HMGR II inh: -1.0; Diaphorase inh: 5.9; TNAP inh hiacc: -7.7

What do the screens show for `Cc1ccccc1OCC(=O)NN1Cc2ccccc2C1=N`?
PMI activator: 1; G6PDH CS: 4.3; TNAP act hiacc: 1.1; FLuc stim CS: 1.1; Diaph act CS: 1; PMI act satM6P: 1.1; TNAP inh no acc: -3.8; HMGR II inh: -1.4; Diaphorase inh: -0.1; TNAP inh hiacc: -6.1

Results for Cc1nc2ccc(N)cc2s1 ?
PMI activator: 0.7; G6PDH CS: -1.3; TNAP act hiacc: 1.1; FLuc stim CS: 1.1; Diaph act CS: 0.7; PMI act satM6P: 0.8; TNAP inh no acc: -10.6; HMGR II inh: -5.2; Diaphorase inh: 26.1; TNAP inh hiacc: -8.0

What do the screens show for `Cc1cccc(C)c1NC(=S)/N=C/N(C)C`?
PMI activator: 1; G6PDH CS: 15.3; TNAP act hiacc: 1; FLuc stim CS: 1.1; Diaph act CS: 1; PMI act satM6P: 1; TNAP inh no acc: 2.1; HMGR II inh: -0.6; Diaphorase inh: 3.9; TNAP inh hiacc: -2.7

How did O=[N+]([O-])c1ccc2c(c1)nc1n2CCCCC1 do in these assays?
PMI activator: 1; G6PDH CS: 5.4; TNAP act hiacc: 1; FLuc stim CS: 1; Diaph act CS: 0.9; PMI act satM6P: 1; TNAP inh no acc: -14.6; HMGR II inh: -8.9; Diaphorase inh: 10.1; TNAP inh hiacc: -2.0

What do the screens show for `CCOC(=O)c1c(C)[nH]c(C(=O)CSc2nnnn2-c2ccc(C)cc2)c1C`?
PMI activator: 1; G6PDH CS: -52.6; TNAP act hiacc: 1; FLuc stim CS: 1; Diaph act CS: 1; PMI act satM6P: 1; TNAP inh no acc: -11.8; HMGR II inh: -1.8; Diaphorase inh: 4.3; TNAP inh hiacc: 0.4

What do the screens show for `COC(=O)C1=C(Nc2ccc(C)cc2)C=C(C)C(C(=O)OC)C1c1ccc(OC)cc1` (stereo not drawn)?
PMI activator: 0.9; G6PDH CS: 11.6; TNAP act hiacc: 1; FLuc stim CS: 1; Diaph act CS: 0.8; PMI act satM6P: 0.7; TNAP inh no acc: -1.9; HMGR II inh: -2.8; Diaphorase inh: 21.3; TNAP inh hiacc: 2.6

Results for COCCn1c(CN(C)Cc2ccccc2)nc2c1c(=O)n(C)c(=O)n2C ?
PMI activator: 0.9; G6PDH CS: 2.1; TNAP act hiacc: 1; FLuc stim CS: 1.1; Diaph act CS: 0.8; PMI act satM6P: 0.9; TNAP inh no acc: -15.2; HMGR II inh: 1.3; Diaphorase inh: 23.4; TNAP inh hiacc: -3.4

What do the screens show for `CCOC(=O)CSc1cc(C)nc2ccc(OC)cc12`?
G6PDH CS: 16.4; TNAP act hiacc: 1; FLuc stim CS: 1; TNAP inh no acc: -4.5; HMGR II inh: 3.0; TNAP inh hiacc: 1.6

Results for Cc1ccnc(N2CCC(C(=O)NCc3ccccc3F)CC2)n1 ?
G6PDH CS: 10.3; TNAP act hiacc: 1; FLuc stim CS: 1; TNAP inh no acc: -7.8; HMGR II inh: 1.5; TNAP inh hiacc: -3.7

What do the screens show for `CC1=NC(=O)C(N=Nc2cccc(O)c2)N1c1ccccc1` (stereo not drawn)?
PMI activator: 0.8; G6PDH CS: -0.4; TNAP act hiacc: 1; FLuc stim CS: 0.9; Diaph act CS: 0.9; PMI act satM6P: 0.8; TNAP inh no acc: 1.6; HMGR II inh: -3.9; Diaphorase inh: 12.9; TNAP inh hiacc: -2.9
